Shn3 3UTR inh: reduces Shn3 3'UTR luciferase signal in osteoblasts; Clone20 osteoblast Shn3 3'UTR firefly luciferase, 24 h; inhibition, % at 12.5 µM; 360,000 tested, 0.52% active;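 active = mean inhibition of at least 75% with every replicate also reaching 75%; inconclusive = mean inhibition at least 75% but some replicate below; inactive = mean inhibition below 75%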;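 also: 0% = median of neutral control wells and 100% = pilot-screen positive control compound; some compounds past the cut are filed as inactive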
CaV13 FRET inh: Disruptors of the CACNA1D IQ motif to Ca2+-dependent inactivation inhibitor domain association, primary screening, Förster resonance energy transfer in intact living …. HEK cells, CFP/YFP FRET ICDI-IQ, plate reader, 10 min; percent FRET-ratio fall versus neutral wells. inhibition, % at 12.3 µM. 340,000 tested, 0.098% active;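 active = mean replicate inhibition of at least 30% and at least 1% of replicates passing that level; inconclusive = only one of the two criteria is met; inactive = neither criterion is met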;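 also: 0% = median of the neutral control wells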
PDI turbidity: blocks human protein disulfide isomerase activity | P07237 | PDI insulin aggregation turbidity, A650, 90 min | inhibition, % at 10 µM | 350,000 tested, 0.052% active | AID 588391;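 active = mean inhibition across replicates of 30% or more, whatever share of single replicates reach that level; inconclusive = mean inhibition below 30% while every single replicate reaches 30%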;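 also: absorbance from insulin aggregation driven by PDI reduction with DTT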
Target sequence (P07237 whole entry, looked up): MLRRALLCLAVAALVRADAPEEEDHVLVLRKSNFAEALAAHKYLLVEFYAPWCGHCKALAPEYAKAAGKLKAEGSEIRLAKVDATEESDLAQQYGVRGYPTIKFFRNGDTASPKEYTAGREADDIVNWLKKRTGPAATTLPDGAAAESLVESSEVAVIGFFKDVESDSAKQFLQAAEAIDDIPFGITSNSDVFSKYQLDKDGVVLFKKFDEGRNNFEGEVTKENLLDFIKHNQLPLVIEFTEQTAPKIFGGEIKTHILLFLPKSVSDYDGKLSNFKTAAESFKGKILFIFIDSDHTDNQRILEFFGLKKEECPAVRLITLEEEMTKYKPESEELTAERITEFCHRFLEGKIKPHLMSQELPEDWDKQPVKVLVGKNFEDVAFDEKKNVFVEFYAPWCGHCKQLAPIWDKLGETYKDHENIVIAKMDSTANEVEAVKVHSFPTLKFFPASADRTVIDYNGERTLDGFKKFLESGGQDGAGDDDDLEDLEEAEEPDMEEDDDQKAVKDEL
TRPM1 prom inh: inhibitors of MITF-driven TRPM1 promoter in melanoma cells | SK-MEL-5 TRPM1 promoter luciferase, 24 h | inhibition, % at 12.5 µM | 330,000 tested, 0.83% active | AID 488899;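 active = mean inhibition across replicates of 60% or more, whatever share of single replicates reaches that level; inconclusive = some that reach 60%, reason not given; inactive = mean inhibition across replicates below 60%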; also: values of inactives mirror those of a sister screen read the other way
Vif imaging: inhibitors of HIV Vif | HEK293T cells, Vif self-association by quenched fluorescence, imaging, 24 h | inhibition, % at 7.49 µM | 340,000 tested, 0.35% active; in the data active = inhibition above about 50%, passing the limit was not always enough; inconclusive = no clear call, values can overlap the other calls; inactive = below about 31%; also: some results filed as inactive read as strong as hits
NR2E3 ag-1: agonists of human NR2E3 nuclear receptor; Q9Y5X4; CHO-S Gal4-NCOR/VP16-NR2E3 two-hybrid, luciferase; inhibition of corepressor binding, % at 3.98 µM; 360,000 tested, 0.35% active; AID 602229;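 active = inhibition above the mean of all tested compounds plus 3 SD, cut at about 70% in these data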;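 also: 0% = DMSO with NR2E3 transfected cells and 100% = cells lacking NR2E3 construct; higher means lower luciferase signal from less NR2E3 corepressor binding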
Target sequence (Q9Y5X4 whole entry, looked up, the tested form may be a part): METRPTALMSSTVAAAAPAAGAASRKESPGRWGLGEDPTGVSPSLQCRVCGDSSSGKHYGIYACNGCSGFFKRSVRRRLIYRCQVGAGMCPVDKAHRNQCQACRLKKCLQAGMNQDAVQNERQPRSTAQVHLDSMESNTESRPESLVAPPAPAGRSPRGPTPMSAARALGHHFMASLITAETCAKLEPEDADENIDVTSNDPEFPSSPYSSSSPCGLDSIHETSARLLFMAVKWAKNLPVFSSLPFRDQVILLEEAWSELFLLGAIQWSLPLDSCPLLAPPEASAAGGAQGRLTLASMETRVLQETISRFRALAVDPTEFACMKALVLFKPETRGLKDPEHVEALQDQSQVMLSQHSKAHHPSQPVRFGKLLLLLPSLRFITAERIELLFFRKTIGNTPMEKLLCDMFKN
NR2E3 ag-2: agonists of human nuclear receptor NR2E3; inhibition of corepressor binding, % at 4.78 µM; 320,000 tested, 0.12% active; Q9Y5X4; GST-NR2E3/biotin-RetCOR TR-FRET, 1536-well; AID 2300;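 active = percent inhibition above the cutoff of mean plus 3 SD of all tested compounds, set per screening campaign, cut at about 20% in these data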;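 also: 0% = DMSO wells and 100% = biotin wells as full block of FRET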
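Material: NR2E3–RetCOR corepressor complex / Incubation: Compound–protein incubation for 5 h at 4 °C / Dosing: compound at 4.8 µM, single dose / Detection: time-resolved FRET / Benchmarks: high control biotin, low control 0.6% DMSO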
CF NFkB block: inhibitors of cystic fibrosis induced NF-kB | KKLEB NF-kB-GFP reporter, PAF-induced, GFP fluorescence overnight | inhibition, % at 5 µM | 360,000 tested, 0.86% active | AID 588850;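 active = at least 50% inhibition at 5 µM, scaled per plate between neutral and stimulator controls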;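 also: PAF is a Pseudomonas aeruginosa culture filtrate used as stimulus; plate controls were PAF-stimulated DMSO wells for no effect and unstimulated DMSO wells for full effect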
HIF-2a block: blocks HIF-2a reporter activity; 786-0 RCC cells HIF-2a reporter, luciferase luminescence, overnight; AID 624352; inhibition, % at 18.8 µM; 360,000 tested, 0.72% active;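 active = inhibition of the luminescence signal of 40% or more relative to plate controls, in a single-dose primary screen at 18.75 µM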
Peg3 prom inh: inhibitors of Peg3 promoter | HeLa PEG-Prom luciferase reporter, luminescence, overnight | inhibition, % at 20 µM | 360,000 tested, 1.7% active | AID 588405;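 active = inhibition of at least 50% at 20 µM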
KKLEB cytotox: CF airway cell cytotoxicity counter-screen; KKLEB CF airway cells viability, ATPlite luminescence, overnight; active compounds read low; cells stimulated with P. aeruginosa culture filtrate; activity change (cytotoxicity), % at 5 µM; 360,000 tested, 0.36% active; AID 602141;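 active = corrected activity change at or below -50% at 5 µM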
Active calls of the source: *; ? = inconclusive; . = not tested or not shown. Rows are unselected; 3.3% or so of the library scored in one or more.

SMILES,Shn3 3UTR inh,CaV13 FRET inh,PDI turbidity,TRPM1 prom inh,Vif imaging,NR2E3 ag-1,NR2E3 ag-2,CF NFkB block,HIF-2a block,Peg3 prom inh,KKLEB cytotox
O=C(COc1ccc(Br)cc1)N(Cc1ccccc1)c1ccccn1,-3.1,-7.8,1.1,-8.1,-3.2,0.4,-3.1,23.3,12.9,14.8,-41.2
O=C(CSc1ccccn1)c1ccc2c(c1)OCO2,-68.5,-5.0,-5.2,-68.4,-9.7,-112.4,6.8,8.8,-195.8,-260.6,-0.8
CCCc1cc(=O)n2[nH]cnc2n1,-20.8,-4.8,-4.7,5.9,4.2,4.8,1.1,3.6,14.4,-0.4,-8.6
COc1ccc(C(NC(=O)CN2CCCCCC2)c2ccc(OC)cc2)cc1,7.1,-7.0,-0.6,1.2,-7.9,-10.4,2.8,9.9,1.7,12.2,-6.1
Cc1ccc(S(=O)(=O)Nc2c(C)n(C)n(-c3ccccc3)c2=O)cc1C(=O)OC(C)C(=O)c1ccccc1 (configuration not stated),-0.7,-6.0,-1.9,-9.3,-2.6,-35.8,.,12.2,12.4,-11.3,-14.5
O=C(O)CC/C(=N\Nc1ccc(S(=O)(=O)N2CCOCC2)cc1[N+](=O)[O-])c1cccs1,-4.3,-1.5,-2.3,-6.0,-10.0,-30.6,-3.4,13.4,25.4,8.1,-9.1
CCCc1nn(C)c(C(=O)Nc2cccc(CC)c2)c1Cl,-17.1,-4.6,-9.6,-48.3,-4.9,-30.9,-0.5,-14.0,-162.1,-144.3,17.1
COCC(C)n1c(C)cc(C(=O)COC(=O)c2c(C)nn(-c3ccccc3)c2C)c1C (configuration not stated),11.4,-4.9,-0.3,5.5,-10.1,-7.8,1.2,4.7,-5.6,7.7,-0.2
CC(C)(C)NC(=O)C(c1ccccn1)N(C(=O)c1csnn1)C1CCCCC1 (configuration not stated),-6.0,-6.0,14.1,-43.1,1.0,13.5,-0.1,6.3,15.6,8.7,2.8
COc1ccc2[nH]cc(CCNC(=O)Cc3ccc(F)cc3)c2c1,12.7,0.4,1.9,0.8,4.6,-1.1,-1.5,22.3,17.2,-5.7,6.9
CCCCNC(=O)Cn1cnc2c(cnn2-c2ccc(C)cc2)c1=O,-67.2,-3.9,-4.9,1.9,-6.0,11.1,-3.0,-4.5,20.6,24.8,-3.8
Cn1ccc(-c2ccccc2)c(C#N)c1=O,6.5,-3.2,-11.9,15.9,-11.3,-3.7,1.4,2.5,10.7,-0.1,6.4
Cc1ccc2nc(SCC(=O)NC3CCCc4ccccc43)[nH]c2c1 (configuration not stated),25.4,-5.2,-0.4,3.2,1.6,-5.7,-2.1,13.5,21.7,27.5,-7.5
CC1(C(=O)OCC(=O)c2c[nH]c3ccccc23)CC1(Cl)Cl (configuration not stated),-106.8,-4.0,12.2,-95.2,0.9,-103.0,-1.1,-1.1,-278.4,-213.3,3.6
COc1cccc(Nc2nc(CN3CCOCC3)nc3sc4c(c23)CCCC4)c1,6.0,-15.9,3.8,7.5,95.7*,-8.5,2.2,-13.3,8.3,5.4,-7.8
O=c1[nH]c(N2CCOCC2)nc2c1CCCC2,5.6,-5.0,-4.0,8.3,19.9,-11.9,4.3,-4.6,11.6,10.0,5.5
Cc1cc(S(=O)(=O)N2CCC(N3CCCCC3)CC2)ccc1-n1cnnn1,4.9,-7.4,-8.7,0.1,8.5,-5.8,-2.0,-4.2,12.0,14.5,2.9
CCc1nnc(NC(=O)C2CCCN2C(=O)Nc2ccccc2)s1 (configuration not stated),-5.2,1.4,-16.4,4.4,-7.7,5.6,0.3,-15.2,6.8,3.9,6.8
C=CCNC(=O)c1sc(=S)n(-c2ccc(C(=O)OCC)cc2)c1N,0.8,-7.7,-4.0,-0.9,-3.0,-26.0,-1.9,-3.9,-49.2,-13.1,-1.4
O=C(c1cccnc1)N1CCN(Cc2ccc3c(c2)OCO3)CC1,-7.3,-5.3,7.8,10.3,-23.9,-1.5,5.1,6.2,10.5,8.6,-1.8
Cc1ccc(S(=O)(=O)NC2(C(F)(F)F)NC(=O)N(C)C2=O)cc1 (configuration not stated),9.5,-6.3,-5.2,2.1,17.1,-33.9,0.1,9.2,9.7,-2.9,1.4
Cc1ccc(S(=O)(=O)N2CCN(C(C)C(=O)Nc3ccccc3-c3ccccc3)CC2)cc1 (configuration not stated),9.1,-3.2,-8.1,2.3,0.9,-9.1,-1.5,6.1,-1.8,16.7,5.8
CC1CCN(CC(=O)Nc2nc(-c3ccccc3)cs2)CC1,-0.6,-5.8,-9.9,-3.3,2.0,-15.8,0.5,6.9,-46.6,-42.6,8.5
COc1ccc(-c2nc(C#N)c(NC(C)c3ccccc3)o2)cc1OC (configuration not stated),0.2,.,-3.8,-5.5,1.0,-22.8,4.8,-1.8,-25.4,-11.9,0.3
Nn1cc(-c2ccccc2)nc1SCC(=O)N1CCN(S(=O)(=O)c2ccc3ccccc3c2)CC1,15.7,-6.3,5.5,13.3,-8.8,-8.9,1.5,-2.7,-6.1,14.0,-1.3
CCCCN1C(=O)c2ccc(C(=O)N(C)CC(=O)Nc3ccc(OCC)c(OCC)c3)cc2C1=O,-10.4,-5.2,-10.9,-23.9,13.1,-13.9,.,-13.5,-114.1,-107.9,6.2
O=C(O)Cn1cc(CN2CCOCC2)c2ccccc21,-22.7,-6.1,8.6,10.7,21.5,-10.9,3.2,12.9,20.2,10.3,4.5
Cc1nc2sc(C(c3ccc(Cl)cc3)N3CCOCC3)c(O)n2n1 (configuration not stated),5.6,-2.1,1.0,-6.2,0.5,-9.9,2.5,3.3,17.6,7.8,-5.1
CCOc1ccc(C(=O)NCC(=O)NCC(c2ccccc2OC)N2CCCC2)cc1 (configuration not stated),-49.0,-1.8,-16.3,-2.9,-1.6,-0.8,1.4,5.7,5.9,-5.7,-0.5
CC(NC(=O)C1CCCC1)c1ccc(Br)cc1 (configuration not stated),2.2,-4.5,-1.6,4.9,-1.0,-8.4,0.3,3.0,24.3,26.3,7.8
O=C(NNC(=S)Nc1ccccc1C(F)(F)F)C1CC1,0.4,-20.2,2.0,0.6,-3.9,1.6,1.8,0.7,15.9,10.6,7.1
COc1ccc(CNC(=O)c2ccc(CS(=O)Cc3cccc(Cl)c3)o2)cc1 (configuration not stated),9.7,-4.3,?,4.8,4.8,15.3,1.1,-12.6,6.1,1.4,-6.2
CC(C)CCNC(=O)c1c(CSc2ccc(Cl)cc2)noc1C(=O)NCc1ccccc1,-21.5,-6.0,1.7,-6.0,9.3,-16.2,1.6,11.3,12.4,9.9,-13.9
CCCN(CC(=O)Nc1ccccc1C)C(=O)c1ccc(N2CCCC2=O)cc1,-9.7,-5.8,-8.4,.,0.1,-14.3,2.1,24.6,-17.1,-1.8,0.0
O=S(=O)(c1ccc(S(=O)(=O)N(Cc2ccc(F)cc2)C2CCCC2)cc1)N1CCCC1,17.3,-7.1,12.4,-3.8,-19.3,-30.8,.,10.5,26.0,21.6,-7.3
O=C(NN1CCOCC1)c1ccc(Br)s1,-7.3,-3.0,-0.6,0.1,8.4,-4.5,0.2,4.0,25.3,18.6,0.0
CC(=O)Nc1ccc(OCCOc2ccc(/C=C3/C(=N)N4C=CSC4=NC3=O)cc2)cc1,5.1,-2.3,10.9,7.7,17.4,-20.1,-4.5,-0.4,1.9,14.8,-3.6
O=C(NC(=S)Nc1ncc(Br)cc1Br)c1cncc(Br)c1,-1.9,-3.6,-1.2,-44.6,.,-0.6,1.2,14.5,-49.2,-7.1,6.3
CCCN(CCC)S(=O)(=O)c1ccc2c(c1)CCCN2C(C)=O,12.0,.,3.7,2.5,.,-1.9,-1.5,-7.5,18.3,20.2,7.5
O=C(Cc1ccccc1)N[C@H](c1ccccc1)P(=O)(O)CO,8.4,.,-3.2,-0.7,15.4,13.7,0.3,-10.4,5.4,-2.0,5.0
Cc1ccc(CNc2nc(N)c([N+](=O)[O-])c(NCc3ccccc3)n2)cc1,-5.2,-3.2,-18.7,6.8,0.1,-7.4,-1.6,-2.2,15.3,6.7,-3.3
O=C(/C=C/c1ccc([N+](=O)[O-])cc1)NCCOc1ccc(F)cc1,1.3,-6.5,0.5,5.5,5.1,-1.4,0.3,-9.1,3.8,9.8,-2.2
CC(C)(C)c1cc(C(=O)N/N=C/c2ccccn2)n[nH]1,-15.2,-19.7,-2.5,0.8,?,-8.1,1.4,-4.8,8.1,-6.8,-2.0

Reformatted: two of the compounds above
> CC(=O)Nc1ccc(OCCOc2ccc(/C=C3/C(=N)N4C=CSC4=NC3=O)cc2)cc1
  Shn3 3UTR inh: 5.1
  CaV13 FRET inh: -2.3
  PDI turbidity: 10.9
  TRPM1 prom inh: 7.7
  Vif imaging: 17.4
  NR2E3 ag-1: -20.1
  NR2E3 ag-2: -4.5
  CF NFkB block: -0.4
  HIF-2a block: 1.9
  Peg3 prom inh: 14.8
  KKLEB cytotox: -3.6
> O=C(NC(=S)Nc1ncc(Br)cc1Br)c1cncc(Br)c1
  Shn3 3UTR inh: -1.9
  CaV13 FRET inh: -3.6
  PDI turbidity: -1.2
  TRPM1 prom inh: -44.6
  Vif imaging: .
  NR2E3 ag-1: -0.6
  NR2E3 ag-2: 1.2
  CF NFkB block: 14.5
  HIF-2a block: -49.2
  Peg3 prom inh: -7.1
  KKLEB cytotox: 6.3
